Screens from PubChem.
GAA inh – blocks human lysosomal alpha-glucosidase; P10253; purified human GAA, 4-MU-alpha-glucoside fluorescence; Potency, µM (series often up to 76.9 µM), without a hit: top-dose activity change, negative = inhibition, most hits filed as inhibitors; 0.005% of 200,000 active; AID 1466;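 note: plate controls were uninhibited enzyme wells for no effect and no-enzyme background for full effect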
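Human enzyme at 4 nM with 400 uM 4-methylumbelliferyl-alpha-D-pyranoside, citrate/phosphate buffer pH 5.0, 0.005% Tween-20, 20 min at room temperature. Compounds up to 77 uM. 4-MU fluorescence (Ex 365/Em 440) read after NaOH/glycine stop; AC50 from Hill fit.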
HTT ATP protect – protects HTT-Q103 PC12 cells, measured by ATP; 0.14% of 230,000 active; PC12 HTT-Q103 induced, cytoprotection, ATP luminescence, 40 h; AID 1471; Potency, µM (highest dose often 56.4 µM), for inactives: cytoprotection (ATP increase), actives largely listed as activators;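 note: % of control where 0% means no effect; nearly all actives have a fitted effect of over 45% in size; toxic huntingtin expression switched on by the ecdysone agonist tebufenozide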
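PC12 cells stably carrying ecdysone-inducible Htt exon 1 (Q103)–GFP were induced with 100 nM tebufenozide (final) alongside library compounds in a dose series. Cytoprotection was scored as retained ATP by ATPlite luminescence.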
Tau fluor counter – counter-screen for tau fibril formation inhibitors. tau K18 P301L Alexa594 fluorescence, heparin fibrillization. Potency, µM (top dose mostly 57.7 µM), for the others: at the top dose activity change, negative = decrease. 0.93% of 280,000 active; note: % is set by controls: 0 for no effect and ±100 for the full control effect; nearly all actives have a fitted effect of over 55% in size
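Human tau K18 P301L (15 uM unlabeled, 0.24 uM Alexa 594-labeled) in 100 mM sodium acetate pH 7 with 20 uM heparin, 6 hr at 37 C. ThT 30 uM added, 1 hr ambient; Alexa 594 FP and total fluorescence read at 555/632 nm.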
GAA glycogen mod – inhibitors or activators of human alpha-glucosidase glycogen cleavage. P10253. recombinant GAA, glycogen substrate, Amplex Red glucose oxidase fluorescence. Potency, µM (top dose mostly 76.4 µM), without a hit: at the top dose activity change, negative = inhibition, most hits filed as inhibitors. 0.38% of 300,000 active;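 note: 0% = full enzyme reaction and -100% = no-enzyme basal signal; the screen sought inhibitors and activators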
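Natural-substrate format: glycogen cleavage by 4 nM human enzyme, glucose read by Amplex Red coupling (Ex 573, Em 610 nm). Normalized to enzyme and no-enzyme controls.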
Tau ThT inhib – blocks human tau fibril formation measured by thioflavin T | P10636 | recombinant tau K18 P301L, heparin-induced fibrillization, ThT fluorescence | Potency, µM (doses to about 57.4 µM), for the others: at the highest dose activity, negative = inhibition, hits mostly inhibitors | 2.1% of 270,000 active; note: % is set by controls: 0 for no effect and ±100 for the full control effect; nearly all actives have a fitted effect of over 55% in size
Target sequence (P10636 561-689 P618L limits assumed): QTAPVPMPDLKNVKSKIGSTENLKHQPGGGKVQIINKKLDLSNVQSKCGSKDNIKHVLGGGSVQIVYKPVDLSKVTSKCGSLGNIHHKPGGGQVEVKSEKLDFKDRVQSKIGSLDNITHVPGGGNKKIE
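Fibril formation assay: tau K18 P301L at 15 uM with trace Alexa 594 label, heparin inducer 20 uM, pH 7 sodium acetate buffer, 37 C for 6 hr; endpoint ThT signal.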
aGlu spleen mod – inhibits or activates alpha-glucosidase in human spleen homogenate; Potency, µM (top dose mostly 79.9 µM), for inactives: top-dose activity change, negative = inhibition, most hits filed as inhibitors; human spleen homogenate, 4-MU-alpha-glucoside fluorescence; 0.006% of 240,000 active;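 note: 0% = enzyme with vehicle and -100% = no enzyme basal signal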
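Human spleen homogenate (1 ug) incubated with compounds and 1 mM 4-methylumbelliferyl-alpha-D-glucopyranoside in pH 5.0 citrate/phosphate buffer, 37 C, 40 min. Stopped at pH 10; 4-MU fluorescence (Ex 365/Em 440 nm); AC50 by Hill fit.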
Tau FP inhib – tau fibrillization inhibition (FP) | P10636 | K18 P301L tau heparin fibrillization, Alexa594 FP, 6 h | Potency, µM (titrated, usually from 57.7 µM), without a hit: at the highest dose activity, negative = inhibition, actives largely listed as inhibitors | 0.39% of 280,000 active; note: % is set by controls: 0 for no effect and ±100 for the full control effect; nearly all actives have a fitted effect of over 55% in size
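Human tau K18 […] P301L fragment, 15 uM unlabeled plus 0.24 uM Alexa 594-labeled tau (final), with compound and 20 uM heparin in 100 mM sodium acetate pH 7; 6 hr at 37 C, then Alexa 594 FP read.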
aGal spleen mod – inhibits or activates alpha-galactosidase in human spleen homogenate; P06280; human spleen homogenate, 4MU-alpha-Gal fluorescence, 40 min; Potency, µM (doses to about 80 µM), for inactives: top-dose activity change, negative = inhibition, usual class: inhibitors; 0.008% of 240,000 active; AID 2107;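 note: 0% = enzyme with vehicle and -100% = no enzyme basal signal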
Target sequence (P06280 32-429 limits assumed): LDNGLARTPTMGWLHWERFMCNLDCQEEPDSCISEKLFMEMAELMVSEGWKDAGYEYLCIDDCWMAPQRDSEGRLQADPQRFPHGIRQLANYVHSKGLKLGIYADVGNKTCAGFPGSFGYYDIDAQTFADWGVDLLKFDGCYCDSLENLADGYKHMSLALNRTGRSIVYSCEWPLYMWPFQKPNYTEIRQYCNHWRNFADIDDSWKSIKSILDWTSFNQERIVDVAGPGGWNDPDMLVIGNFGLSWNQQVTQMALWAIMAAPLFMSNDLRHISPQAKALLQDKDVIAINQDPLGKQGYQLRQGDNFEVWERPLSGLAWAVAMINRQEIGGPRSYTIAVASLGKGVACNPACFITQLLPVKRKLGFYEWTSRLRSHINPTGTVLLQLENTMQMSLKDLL
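Human spleen homogenate (1 ug) as enzyme source, 4-methylumbelliferyl-alpha-D-galactopyranoside 1 mM final, citrate/phosphate pH 5.0 with 0.01% Tween-20. Compounds 40 min at 37C, NaOH/glycine stop; fluorescence Ex 365/Em 440, Hill-fit AC50.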
The depositor's hits bear a star; ? = inconclusive; nt = not tested or not shown; [ ] = remark or other dose. Calls come from the whole dose curve; as a rule, active = well fitted curve in the direction sought with a large enough effect; inconclusive = small, poorly fitted or top-dose-only effect, or another doubt; inactive = no such curve, though single readings can be large; an effect the other way counts as inactive or inconclusive. Potency is the fitted concentration of half-maximal effect.

structure,Tau fluor counter,HTT ATP protect,GAA inh,Tau ThT inhib,GAA glycogen mod,aGal spleen mod,Tau FP inhib,aGlu spleen mod
Cc1ccc(-n2ncc(C(=O)Nc3cc(Cl)cc(Cl)c3)c2C2CCNCC2)cc1C,1.1%,-128.1%[inhibitor],-13.0%,-11.2%,3.1%,-10.9%,11.0%,0.6%
CCC1CN(C(=O)N2CCC(C(=O)NCc3cccc(C)c3)CC2)c2ccccc2O1 (stereo not drawn),?,nt,nt,-8.2%,14.4%[76.3 µM],nt,-1.3%,nt
CC(C)(C)c1cc[n+](/C(C(=S)NC2CC2)=C(/[O-])c2ccc(Cl)s2)cc1,-18.0%,-9.9%,-6.2%,?,3.2%,-0.3%,-2.1%,0.7%
CCNC(=O)OCc1cn(-c2ccc(Cl)cc2)nn1,9.0%,-12.2%[10 µM],-2.8%,10.4%,1.6%,7.0%,-1.2%,0.5%
Cc1ccc(S(=O)(=O)NC(=O)Nc2nc(-c3ccc(F)c(F)c3)cs2)cc1,-22.8%,-7.8%[10 µM],6.1%,-14.0%,2.0%,-14.2%,8.0%,-10.1%
O=C(Nc1ccc2oc(=O)ccc2c1)c1cc([N+](=O)[O-])ccc1N1CCOCC1,-2.6%,nt,-9.1%,-6.2%,6.6%,-6.0%,-4.9%,3.1%
O=C(NN1CCOCC1)c1cc(-c2ccncc2)nc2ccccc12,-0.8%,-20.1%,2.9%,2.6%,6.9%,-5.7%,1.4%,2.9%
Nc1cccc2c1nnn2C1OC(CO)C(O)C(O)C1O (stereo not drawn),-6.3%,7.7%[10 µM],-12.3%[15.4 µM],-5.9%,-4.3%,13.8%,-2.4%,7.4%
Cc1ccccc1C(=O)NC1CCN(C(=O)N2CCOCC2)CC1,-0.4%,-15.9%[10 µM],-3.0%,0.6%,-0.8%,17.7%,2.0%,2.3%
CCOC(=O)N/N=C1/C[C@@H](O)[C@@H](O)[C@@H]2[C@H]3C(=O)N(c4ccc(F)cc4F)C(=O)[C@@H]3CC[C@H]12,-1.3%[11.6 µM],-3.6%[10 µM],nt,-1.0%[11.5 µM],nt,6.4%[17.5 µM],1.0%[11.6 µM],2.4%[17.4 µM]
COc1ccc(CN2C(=O)c3cccnc3C2Nc2ccc(C)cc2)cc1 (stereo not drawn),-14.5%,-57.6%[inhibitor],-16.3%,-7.8%,2.2%,-28.1%,7.2%,-4.7%
COc1ccc(C2NC(=S)NC3=C2N2CCC3CC2)cc1 (stereo not drawn),-2.8%,-9.5%[10 µM],nt,-1.1%,-5.0%,2.2%,-7.8%,0.3%
CCN(CC)c1ccc(/C=C2/C(=O)N(c3ccc([N+](=O)[O-])cc3)N=C2N2CCOCC2)cc1,-20.9%,13.3%,-3.4%,?,6.7%,-8.0%,3.8%,-0.3%
CC(OC(=O)c1ccc2c(=O)n3c(nc2c1)CCCCC3)C(N)=O (stereo not drawn),5.3%,4.4%[10 µM],6.0%,-0.9%,?,-1.5%,2.2%,6.9%
CNC(=O)N(O)C1N(/N=C/c2ccccc2O)C(=S)SC1(C)C (stereo not drawn),-12.1%,29.4%[10 µM],nt,-11.0%,-14.4%,-3.3%,-1.3%,-3.6%
CCOC(=O)N1CCN(c2cc(=O)n(-c3cccc(Br)c3)c(=O)[nH]2)CC1,-10.3%,-2.7%[10 µM],2.9%,?,2.9%,8.6%,2.7%,-1.1%
CCN(CC)CCNC(=O)C1CCC(=O)N1CCc1ccccc1 (stereo not drawn),5.5%,4.5%,5.6%,7.9%,8.7%,8.7%,-0.2%,-1.2%
CCn1ncc(C2C(C(=O)Nc3ccc(C)cn3)=C(C)NC3=C2C(=O)CCC3)c1C (stereo not drawn),0.1%,-13.4%[10 µM],1.8%,3.1%,-8.3%,-6.6%,-0.1%,-2.7%
CCC(=O)c1ccc(OCc2ccc(C(=O)OC)o2)c(OC)c1,-0.9%,-0.8%,-12.0%,-17.8%,-4.4%,-6.9%,2.2%,2.5%
Cc1ccc(S(=O)(=O)N2CCCC2C(=O)Nc2nc3ccccc3s2)cc1 (stereo not drawn),-21.7%,5.7%,-4.1%,-13.2%,-3.4%,4.9%,-0.4%,-6.0%
O=S(=O)(c1ccc2c(c1)OCCO2)N1CCC(O)(c2ccc(Cl)cc2)CC1,?,-7.0%,?,-13.4%,-5.8%,1.7%,-0.3%,-7.0%
Cc1ccc(C(=O)NCCc2ccccn2)cc1S(=O)(=O)N1CCOCC1,19.3%,26.2%[10 µM],nt,11.8%,-14.4%,3.7%,6.1%,9.4%
Cc1ccc2oc(NC(=O)N3CCOCC3)cc(=O)c2c1,0.0%,6.4%,-1.0%,-7.1%,2.1%,-1.6%,-2.0%,-0.2%
O=C(CNCc1ccco1)Nc1cc(S(=O)(=O)N2CCOCC2)ccc1N1CCCC1,-8.3%,-15.9%,-1.2%,-3.8%,-6.6%,3.7%,-2.7%,-15.5%
CC1CCCCC1NC(=S)Nc1cccc(S(=O)(=O)N(C)C)c1 (stereo not drawn),-23.7%,-20.4%,-1.5%,1.7%,-12.8%,-12.6%,-6.6%,2.7%
O=C1C(NS(=O)(=O)c2ccc(Cl)cc2)=C(N2CCCCC2)C(=O)c2ccccc21,?,19.3%[10 µM],-5.5%,15.8µM*,?,2.1%,?,-6.2%
CCOC(=O)C(C)Sc1nc(=O)n2cc(C)ccc2n1 (stereo not drawn),6.0%,-16.9%,-9.9%,-0.8%,4.6%,-0.8%,-3.7%,-0.4%
O=C(CCNS(=O)(=O)c1cccc2nonc12)NC1CCCc2ccccc21 (stereo not drawn),-5.7%,-6.1%,-11.5%,-8.2%,-9.0%,1.7%,1.8%,-0.4%
Cc1ccc(OCCn2cnc3sc(C(N)=O)c(C)c3c2=O)cc1,-12.6%,-9.5%,-1.3%,-10.5%,6.6%,2.3%,-5.2%,2.6%
CC1CCCCC1NC(=S)NC(=O)c1sc2ccccc2c1Cl (stereo not drawn),-3.9%,-34.2%,1.0%,-10.6%,-5.6%,0.1%,1.9%,-4.3%
COc1ccc(Oc2ccc(N/C=C/C(=O)C(C)(C)C)cc2)cc1,-13.6%,nt,0.5%,-15.5%,-1.9%,4.4%,9.2%,-12.2%
CCOC(=O)N1CCN(C(=O)CSc2ccc(-c3cccc(OC)c3)nn2)CC1,-7.2%,21.4%,-1.5%,-17.4%,-11.0%,0.8%,-4.0%,2.2%
CC1CC(C)CN(CCCNC(=O)C2CCC(=O)N2C2CCCC2)C1 (stereo not drawn),-0.4%,3.0%,-1.2%,-1.9%,-6.1%,-1.4%,5.7%,-6.0%
CCN(CCCNC(=O)CCNC(=O)Cn1ccc2ccccc2c1=O)c1ccccc1,-9.9%,2.2%[10 µM],8.6%,-11.4%,3.9%,2.5%,5.7%,0.8%
O=C(Cc1ccc(Cl)cc1)N/N=C/c1ccncc1,4.3%,27.6%[10 µM],6.1%,-0.8%,12.4%,-4.4%,1.7%,-5.7%
CCCN(c1ccc(C(C)C)cc1)S(=O)(=O)c1ccc2c(c1)oc(=O)n2CC(=O)OCC,-13.7%,nt,nt,-5.1%,4.2%[76.3 µM],nt,4.2%,nt
Cc1[nH]c2ccccc2c1C(=O)CSc1nncn1C,0.4%,9.0%[10 µM],-0.6%,-0.6%,-8.5%,-10.0%,1.6%,-6.1%
CCc1nn(CC(=O)NCCc2ccc(SC)cc2)c(=O)c2cc3sccc3n12,8.7%,nt,nt,-3.1%,4.1%[76.3 µM],nt,-10.6%,nt
CCn1cc(C(=O)OCC(=O)Nc2cccc(Cl)c2C)c(=O)c2ccc(C)nc21,-12.7%,nt,nt,-9.0%,2.5%[76.3 µM],nt,1.3%,nt
COc1ccc(O)c(/C=N/NC(=S)Nc2cccnc2)c1,-27.6%,-147.8%[inhibitor],1.0%,?,-26.8%,-0.3%,16.2%,1.8%
CCc1ccc(C(=O)COC(=O)c2cccc(N3C(=O)c4c(C)nc5ccccc5c4C3=O)c2)cc1,-27.5%,-43.8%[inhibitor],1.8%,-11.0%,-3.2%,3.2%,17.6%,-15.8%
CCc1ccc(CN(Cc2ccco2)C(=O)c2ccc(OC)cc2)cc1,-9.7%,nt,nt,?,9.1%[76.3 µM],nt,4.0%,nt
CN(C)C=Nc1ccc(Cl)c(Cl)c1,-17.3%,-6.8%[10 µM],nt,-12.3%,-0.7%,2.8%,2.9%,-0.4%
CSC(=S)N/N=C(\C)c1ccc(Br)cc1,-13.0%,32.8%[10 µM],6.5%,-4.3%,-20.4%,-0.5%,2.6%,2.1%
Cc1cc(C)cc(NC(=O)COC(=O)CN=C2NS(=O)(=O)c3ccccc32)c1,-12.8%,4.1%,2.2%,-1.4%,24.7%,4.4%,-3.2%,-1.7%
O=C(COc1ccccc1)NC1CCN(Cc2ccccc2)CC1,-6.3%,11.2%,-8.5%,-7.6%,0.6%,2.7%,-2.7%,1.1%
Cc1cccc(C)c1NC(=O)C(=O)NCCc1c[nH]c2ccccc12,-27.1%,-36.3%[inhibitor],-6.8%,-16.9%,1.0%,1.7%,9.0%,6.3%
Cc1ccc(C(=O)OC(C(=O)Nc2ccc(Cl)cc2C(F)(F)F)c2ccccc2)cc1 (stereo not drawn),-11.7%,8.6%[10 µM],0.5%,-3.1%,8.8%,4.6%,-7.0%,0.6%

Rewritten with two lines to a compound: part of the list above
Results follow in this order: Tau fluor counter | HTT ATP protect | GAA inh | Tau ThT inhib | GAA glycogen mod | aGal spleen mod | Tau FP inhib | aGlu spleen mod
Cc1ccc(C(=O)OC(C(=O)Nc2ccc(Cl)cc2C(F)(F)F)c2ccccc2)cc1 (stereo not drawn)
 : -11.7% | 8.6%[10 µM] | 0.5% | -3.1% | 8.8% | 4.6% | -7.0% | 0.6%
COc1ccc(Oc2ccc(N/C=C/C(=O)C(C)(C)C)cc2)cc1
 : -13.6% | nt | 0.5% | -15.5% | -1.9% | 4.4% | 9.2% | -12.2%

Rows are unselected; 3.3% or so of the library scored in one or more.
